# High-throughput results as filed in PubChem.
# IkB sig inh: IkB Signaling | ABC-DLBCL IkBa-CBG/CBR dual luciferase ratio, 4 h; response scale: scaled: untreated 0%, proteasome inhibitor 100% | AID 445, 2006 | Potency, µM (highest dose often 57.1 µM), without a hit: at the highest dose IkBa stabilization activation | hit rate 0.04% among 110,000; active means well fitted curve in the direction sought with a large enough effect in the signal ratio, not every such curve was filed as active; inconclusive means small, poorly fitted or top-dose-only effect, or a change in a side signal; the % refers to the signal ratio;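 further: the direction sought is a rising ratio; 0% = basal untreated cells and 100% = reference inhibitor full response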
#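 Curves were fitted separately to fusion (green), unfused (red) and ratio luminescence, then classed by r2, magnitude and activity. Cells: OCI-Ly3, 4 h compound plus doxycycline at 37C; 10 uM MG-132 defined full response.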
# Imprint erasure: qHTS Assay for Compounds that Induce Erasure of Genomic Imprints | mouse ES Peg3-LacZ reporter, beta-gal luminescence, 40 h | AID 1948, 2009 | Potency, µM (series often up to 60.7 µM), without a hit: at the top dose activity change, positive = activation, actives largely listed as activators | hit rate 0.02% among 110,000;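 further: 0% = negative control wells on the plate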
#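 Imprint erasure is scored as LacZ activity from the silenced maternal Peg3 allele in feeder-free female ES cells cultured 40 h with LIF. Luminescence is normalized to in-plate negative controls and fitted to the Hill equation.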
# p53ts 32C kill: qHTS Screen for Compounds that Selectively Target Cancer Cells with p53 Mutations: Cytotoxicity of p53ts Cells at the Permissive Temperature | H1299-p53A138V at 32C, ATP luminescence viability, 24 h | Potency, µM (highest dose often 46.1 µM), inactives show at the top dose activity change, negative = cytotoxicity, hits mostly cytotoxic | hit rate 0.93% among 130,000 | AID 924, 2007;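 further: 0% = DMSO and -100% = full killing by reference compound; nearly all actives have a fitted effect of over 55% in size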
#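 Viability by ATPlite luminescence after 24 h compound treatment (up to 46 uM) at the permissive 32C. Cells are H1299 carrying p53 A138V. Scale runs from DMSO basal to 100 uM tamoxifen as full kill; AC50 from Hill fits.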
# p53ts 39C tox: qHTS Screen for Compounds that Selectively Target Cancer Cells with p53 Mutations: Cytotoxicity of p53ts Cells at the Nonpermissive Temperature | H1299-p53A138V viability at 39C, ATP luminescence, 24 h | Potency, µM (titrated, usually from 46.1 µM), without a hit: at the highest dose activity change, negative = cell killing, hits mostly cytotoxic | hit rate 1.5% among 130,000; further: nearly all actives have a fitted effect of over 55% in size
# Numbers without * were called inactive; ? = inconclusive; . = no result given; [ ] = another dose, or the depositor's remark. Unless noted, the call rests on the fitted dose curve; in most records, active means well fitted curve in the direction sought with a large enough effect; inconclusive means small, poorly fitted or top-dose-only effect, or another doubt; inactive means no such curve, though single readings can be large; an effect the other way counts as inactive or inconclusive. Unless noted, on the % scale 0 is the no-effect control and ±100 the full control effect; potency means the concentration at half of the fitted maximal effect. No enrichment for hits; overall some 1.7% were active at least once.
SMILES,IkB sig inh,Imprint erasure,p53ts 32C kill,p53ts 39C tox
CCC[C@@H]1C[C@@]1(CCC)C(NC(=O)c1ccco1)c1ccc(Cl)cc1 (stereo partly specified),.,-16%,3%,-5%
Cc1ccc(-c2nc(=S)c3c(n2Cc2ccco2)CCCC3)cc1,.,.,8%,-1%
COc1ccccc1NC(=O)c1oc2ccccc2c1NC(=O)c1ccco1,0.0%,-12%,-26%,?
NC1=NC2(CCCCC2)n2c(nc3ccccc32)N1,1.6%,-9%,1%,8%
CC(C)C(=O)Nc1ccccc1OCc1cc(=O)n2ccccc2n1,-0.1%,6%[10.9 µM],-6%,-14%
COCCn1c(=O)[nH]c2cc(C(=O)NC3CCCCCC3)ccc2c1=O,13%,-6%,-22%,-4%
CCN1CCN(c2cc3c(cc2F)c(=O)c(S(=O)(=O)c2ccccc2)cn3C)CC1,0.6%,-13%[10.9 µM],-4%,16%
C=CCSC1=N/C(=C\c2ccsc2)C(=O)S1,-2.6%,-7%,-1%,-7%
Cc1cc(C)cc(NC(=O)CN(c2cccc(C)c2C)S(=O)(=O)c2ccccc2)c1,?,-18%[10.9 µM],11%,-8%
Cc1oc(/N=C/c2ccc(Cl)cc2)c(C#N)c1C,3.1%,6%,11%,-9%
COCCCN1C(=O)C(=O)/C(=C(/O)c2ccc(OC)cc2C)C1c1cccnc1 (stereo unspecified),0.2%,13%,9%,4%
COc1cccc(C(=O)Nc2ccc3nc(N4CCOCC4)cc(C)c3c2)c1,?,-20%,?,-4%
CN(CC(=O)NCCN1CCCCCC1)S(=O)(=O)c1cccc2nsnc12,0.1%,-12%,-3%,-6%
CCc1ccc(-c2[nH]c3c(c2-c2sc(C)c(C(=O)OC)c2O)c(=O)n(C)c(=O)n3C)cc1,0.4%,-8%[10.9 µM],0%,-21%
Cc1cc(Br)ccc1SCC(=O)OCC(=O)N1CCN(C(=O)c2ccco2)CC1,2.0%,-13%,-2%,-2%
N[C@@H](Cc1cccc([N+](=O)[O-])c1)C(=O)O,0.1%[11.4 µM],?,18%[9.22 µM],-4%[9.22 µM]
CCOc1ccc(NC(=O)CSc2ncc3c(n2)-c2cc(Cl)ccc2N(C)S3(=O)=O)cc1,-0.2%,-4%[10.9 µM],-4%,?
CC(C)CC(=O)NC1CC(=O)N(c2ccc3c(c2)OCCO3)C1 (stereo unspecified),0.4%,?,-6%,-4%
CC(=O)C1=C(C)NC(SCC(N)=O)=C(C#N)C1c1cccnc1 (stereo unspecified),0.5%,2%,3%,6%
COc1ccc(CC(=O)Nc2c3c(nn2-c2ccccc2C)CS(=O)C3)cc1 (stereo unspecified),-0.5%,?,-3%,9%
O=C(CSc1nnnn1C1CCCC1)Nc1ccc2c(c1)OCO2,-0.5%,16%,0%,-15%
COc1ccc(CNC(=O)CSc2ncc3c(n2)-c2ccc(Cl)cc2N(Cc2ccc(F)cc2)S3(=O)=O)cc1OC,?,8%[10.9 µM],0%,-11%
COc1cccc(NC(=O)CN2CCN(c3ccccc3F)CC2)c1,1.5%,12%,-2%,12%
O=C(CSc1ncc2c(n1)-c1ccc(Cl)cc1N(Cc1ccccc1)S2(=O)=O)Nc1ccc(F)c(F)c1,5.0%,10%[10.9 µM],5%,?
CS(=O)(=O)N1CCc2cc(S(=O)(=O)Nc3ccc4oc5c(c4c3)CCCC5)ccc21,?,-32%[inhibitor],7%,21%
CCCC(C)NS(=O)(=O)c1ccccc1 (stereo unspecified),0.4%,14%,4%,3%
Cc1cccc(N2CCN(C(=O)c3cn(C)c(=O)c4c3c3ccccc3n4C)CC2)c1C,?,-12%,-23%,-24%
COc1cc(OC)cc(-n2nnnc2SCC(=O)N2CCCC2)c1,-0.2%,.,-2%,-4%
CCOC(=O)N1CCC(NC(=O)c2cnn(-c3cccc(C)c3)c2-n2cccc2)CC1,?,-4%[10.9 µM],-1%,-10%
O=C(NCCCN1CCN(c2ccccc2F)CC1)c1ccc2nc(CCc3ccccc3)oc2c1,1.6%,-22%[10.9 µM],-2%,?

# In the list so far, 2 have a thiophene ring, fused or not.
SMILES,IkB sig inh,Imprint erasure,p53ts 32C kill,p53ts 39C tox
C=CCSC1=N/C(=C\c2ccsc2)C(=O)S1,-2.6%,-7%,-1%,-7%
CCc1ccc(-c2[nH]c3c(c2-c2sc(C)c(C(=O)OC)c2O)c(=O)n(C)c(=O)n3C)cc1,0.4%,-8%[10.9 µM],0%,-21%

# New compounds follow
SMILES,IkB sig inh,Imprint erasure,p53ts 32C kill,p53ts 39C tox
CCOC(=O)c1oc2nc3c(cc2c1N)COC(C)(C)C3,0.6%,-20%,-27%,-20%
CC(NC(=O)CSc1nc2ccccc2c(=O)[nH]1)c1ccccc1 (stereo unspecified),3.8%,0%,5%,-5%
COC(=O)c1cc(NC2c3ccccc3C(=O)N2CCN2CCOCC2)cc(C(=O)OC)c1 (stereo unspecified),-1.2%,-11%,4%,7%
COCc1[nH]nc2c1C1(CCC3(CC1)OCCO3)C(C#N)=C(N)O2,-0.8%,8%,-2%,11%
COc1ccccc1NC(=O)CSc1nc2ccccc2c2nc(-c3ccccc3)nn12,3.0%,-12%[10.9 µM],9%,-27%
Cc1c(N=CN2CCOCC2)c(=O)n(C)c(=O)n1C,2.4%,1%,-6%,12%
CCn1c(SCC(=O)O)nnc1-c1cc2c(C)nn(-c3ccccc3)c2s1,?,18%,-27%,?
CCN(C(=O)CSc1nc(-c2ccc(C(C)C)cc2)no1)c1ccccc1,-0.9%,6%[10.9 µM],-6%,-7%
CCOC(=O)c1c(N)sc(C(=O)N2CCCC(C(N)=O)C2)c1C (stereo unspecified),.,.,0%,-2%
COc1ccc(-c2nc(CS(=O)(=O)CC(=O)NCCc3ccc(C)cc3)c(C)o2)cc1,1.5%,-12%[10.9 µM],-1%,-9%
Cc1nn(Cc2ccccc2Cl)c2sc(C(=O)NCCCn3ccnc3)cc12,0.5%,-18%,-4%,-4%
CCOC(=O)CC(=O)Nc1cc(Cl)ccc1O,3.7%,-7%,11%,6%
Cc1ccc(-n2ncc(C(=O)N3CCC(c4ccccc4)C3)c2C2CCN(C(=O)OC(C)(C)C)CC2)cc1 (stereo unspecified),?,6%[10.9 µM],29%,?
O=C(Nc1ccc(F)cc1)NC1(C(=O)NCc2ccco2)CCCCC1,-0.5%,-3%,1%,10%
O=C(CSc1nc(-c2cccs2)cc(C(F)(F)F)n1)Nc1ccccc1Cl,?,-10%[10.9 µM],-7%,6%
Cc1ccc(-n2c(=O)c3ccc(C(=O)NCc4ccccc4Cl)cc3n(CC(=O)Nc3cccc(F)c3)c2=O)cc1,?,-14%[10.9 µM],-10%,?
NC(=O)CN1N=C(c2cc(Cl)sc2Cl)CSC1=O,.,.,0%,0%
O=C(Cc1ccccc1)Nc1nc2ccccc2s1,.,.,0%,4%
CCN1CCc2nc3sc(C(=O)c4ccc(F)cc4)c(N)c3cc2C1,?,-8%[10.9 µM],-10%,-28%
Cn1c(=O)c2[nH]c(Nc3ccccc3)nc2n(C)c1=O,2.8%,-4%,3%,13%
C=CCSc1nc(N)c(C#N)c(-c2ccccc2)c1C#N,-0.5%,-6%,-6%,3%
COc1ccc(-c2nnn(Cc3nc(N)nc(N4CCCCC4)n3)n2)cc1,?,-12%,11%,-1%
Cc1ccc(NC(=O)CN(c2ccc3c(c2)OCO3)S(=O)(=O)c2c(C)n[nH]c2C)cc1,4.5%,-7%,2%,5%
C#CCCCO/N=C1/C[C@@H](O)[C@@H](O)[C@@H]2[C@@H]3C(=O)N(Cc4ccccc4)C(=O)[C@H]3CC[C@@H]12,.,.,-2%[9.22 µM],3%[9.22 µM]
O=C(c1ccco1)N(CCCN1CCOCC1)c1nc(-c2ccc(Cl)cc2)cs1,15%,.,-5%,-20%
CCOc1ccccc1NC(=O)Cn1c(=O)n(CCC(=O)NC2CCCC2)c(=O)c2ccccc21,1.6%,25%,-7%,12%
O=C1[C@H]2[C@H]3[C@H](O)[C@H](O)C/C(=N/OCc4ccccc4)[C@@H]3CC[C@@H]2C(=O)N1Cc1ccc2c(c1)OCO2,.,.,16%[9.22 µM],19%[9.22 µM]
Cc1nonc1NC(=O)CSc1nnc(-c2ccoc2C)n1-c1cccc(Cl)c1,.,.,9%,9%
Cc1ccc(/C=N/NC(=O)c2csc(C)c2)o1,.,.,-27%,4%
Cc1cc(C)n(-c2nc3ccccc3n3nnnc23)n1,?,3%,4%,-1%

# Continuation.
SMILES,IkB sig inh,Imprint erasure,p53ts 32C kill,p53ts 39C tox
CCOC(=O)N1CCN(C(=O)CSc2nnc(Cn3c(=O)sc4ccccc43)n2C)CC1,-0.3%,-15%,-2%,2%
CCOCCn1c(=O)c2c(nc3n2CCN3c2ccc(C)c(C)c2)n(C)c1=O,?,-8%[10.9 µM],-1%,-10%
CCN1CCCC1CN=Cc1c(O)n(-c2ccccc2)c(=O)c2ccccc12 (stereo unspecified),-0.5%,-5%,-3%,8%
COCCn1nnnc1C(c1ccc(OC)c(OC)c1)N1CCN(c2nc3ccccc3s2)CC1 (stereo unspecified),0.0%,-9%,-4%,-7%
COC(=O)c1ccc(-n2nnnc2SCC(=O)Nc2ccccc2OC)cc1,19%,.,-11%,2%
Cc1nn(-c2ccc(F)cc2)c2nc(N)c(C#N)c(-c3cccs3)c12,4.4%,-10%,2%,8%
Cc1cccn2c(Nc3ccc4c(c3)OCCO4)c(-c3ccc(Br)o3)nc12,9.4%,-12%[10.9 µM],11%,15%
Cc1cc(C)c(C(=O)CSc2n[nH]c(=O)n2C2CC2)cc1C,1.6%,-19%,-13%,-3%
CC(=O)Nc1ccc(NC(=O)Nc2sc3nc4n(c(=O)c3c2C)CCC(C)CC4)cc1 (stereo unspecified),-2.3%,-6%[10.9 µM],-2%,-7%
CCN(c1ccc(C)cc1C)S(=O)(=O)c1nnc(NC(=O)CC(C)C)s1,?,-10%[10.9 µM],6%,-20%
CCc1noc(-c2ccc(NCc3ccccc3)c([N+](=O)[O-])c2)n1,0.3%,-10%[10.9 µM],2%,5%
O=c1cc(-c2ccc(O)cc2)oc2c([C@H]3O[C@@H](CO)[C@@H](O)[C@@H](O)[C@@H]3O)c(O)cc(O)c12,0.9%[25.6 µM],-9%[16.8 µM],-1%[20.6 µM],1%[20.6 µM]
CCOc1ccc(NS(=O)(=O)c2ccc3c4c(cccc24)C(=O)N3)cc1,?,-22%[10.9 µM],7%,-10%
COc1ccc(C(=O)N2CCN(c3cccc(Cl)c3)CC2)c(OC)c1,-2.5%,-23%,-2%,-1%
CCc1ccccc1NC(=O)CSc1nc2c(oc3ccccc32)c(=O)n1-c1ccccc1F,?,-8%[10.9 µM],26%,-26%
O=C(c1ccc([N+](=O)[O-])cc1)[C@@H](Br)[C@@H](Br)c1ccnc2ccccc12,?,-24%[10.9 µM],1%[9.22 µM],7%[9.22 µM]
CC1CC(C)CN(Cc2nc3c(c(=O)n(C)c(=O)n3C)n2CCN2CCOCC2)C1 (stereo unspecified),-0.6%,-8%,4%,2%
Cc1cc(C)c2c(c1)c(C)cc1nnc(SCC(=O)NCc3ccco3)n12,2.6%,-7%,-7%,10%
CCCCSC1=C(C#N)C(c2ccccc2C)C(C(=O)OCC)C(=O)N1 (stereo unspecified),?,-15%,17%,5%
CCOC(=O)CNC(=O)CSc1nnc(-c2ccco2)n1Cc1ccco1,?,-17%,-1%,6%

# Some of the entries so far, with two lines to a compound:
# Under each structure – IkB sig inh, Imprint erasure, p53ts 32C kill, p53ts 39C tox
- CCOCCn1c(=O)c2c(nc3n2CCN3c2ccc(C)c(C)c2)n(C)c1=O
→ ?, -8%[10.9 µM], -1%, -10%
- CCN1CCCC1CN=Cc1c(O)n(-c2ccccc2)c(=O)c2ccccc12 (stereo unspecified)
→ -0.5%, -5%, -3%, 8%
- COCCn1nnnc1C(c1ccc(OC)c(OC)c1)N1CCN(c2nc3ccccc3s2)CC1 (stereo unspecified)
→ 0.0%, -9%, -4%, -7%
